# High-throughput results from PubChem.
# TSG101-PTAP inh = qHTS Assay for Iinhibitors of HIV-1 Budding by Blocking the Interaction of PTAP/TSG101. 340,000 tested, under 10 active. Potency, µM (top dose mostly 115 µM), for the others: at the highest dose activity change, negative = inhibition, actives largely listed as inhibitors. Fluorescence polarization, FITC-PTAP peptide / Tsg101 binding; active = well fitted inhibition curve with a large enough effect in the main read-out, with a control signal flat, not every such curve was filed as active; inconclusive = small, poorly fitted or top-dose-only effect, or effect the other way, or a change in a side signal; inactive = no such curve, though single readings can be large or run the other way; note: potency is the fitted concentration of half-maximal effect; % of control where 0% means no effect
#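 Steps: Tsg101 binding domain dispensed (10 uM final), compounds pinned in DMSO, FITC-labeled PTAP-motif peptide added (50 nM final); after 20 min binding at room temperature, polarization measured.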
# a7 integrin act = qHTS for Activators of Integrin-Mediated Alleviation for Muscular Dystrophy | alpha7betagal myoblasts, beta-gal FDG fluorescence, 48 h | Potency, µM (top dose mostly 38.3 µM), for the others: at the highest dose activation, actives largely listed as activators | 350,000 compounds, 0.064% hits;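 note: potency is the fitted concentration of half-maximal effect; 100% = response of the positive control SU9516; nearly all actives have a fitted effect of over 60% in size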
#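 alpha7betagal+/- myoblasts (passage 13, 250/well) treated 48 h at 37C with compounds at 1:260 dilution of DMSO stock. Lysed, then beta-galactosidase activity read as FDG fluorescence (ex 480/em 540) after 30 min, with pre-read for autofluorescence.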
# B2AR arrestin = qHTS assay of beta-arrestin-biased ligands of beta2-adrenergic receptor. beta-arrestin recruitment to beta2AR, cell-based reporter. Potency, µM (top dose mostly 46.1 µM), for the others: top-dose activation, usual class: activators. 330,000 compounds, 0.02% hits;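 note: potency is the fitted concentration of half-maximal effect; 0% = DMSO controls and full agonism = EC100 isoproterenol or metaproterenol; nearly all actives have a fitted effect of over 65% in size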
# Target sequence (P07550 whole entry, looked up): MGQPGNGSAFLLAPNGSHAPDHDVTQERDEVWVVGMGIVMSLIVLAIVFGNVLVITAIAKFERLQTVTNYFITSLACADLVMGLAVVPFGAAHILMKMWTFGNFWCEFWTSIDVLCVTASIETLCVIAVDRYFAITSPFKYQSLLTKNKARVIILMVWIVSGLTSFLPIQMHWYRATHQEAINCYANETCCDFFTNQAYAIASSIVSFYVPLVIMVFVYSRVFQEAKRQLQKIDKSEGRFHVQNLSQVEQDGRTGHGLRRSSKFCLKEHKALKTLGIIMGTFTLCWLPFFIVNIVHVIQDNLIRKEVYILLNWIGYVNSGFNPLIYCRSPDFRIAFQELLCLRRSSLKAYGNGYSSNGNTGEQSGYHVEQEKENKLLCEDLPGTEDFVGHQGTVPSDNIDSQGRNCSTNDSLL
# uPA surface inh = qHTS for Inhibitors of Cell Surface uPA Generation | cell surface uPA generation assay, qHTS | Potency, µM (top dose mostly 38.3 µM), for the others: top-dose activity change, negative = inhibition, actives largely listed as inhibitors | 330,000 compounds, 0.31% hits; active = well fitted inhibition curve with a large enough effect; inconclusive = small, poorly fitted or top-dose-only effect; inactive = no such curve, though single readings can be large or run the other way; tested in mouse RAW 264.7 cells; note: potency is the fitted concentration of half-maximal effect; % is set by controls: 0 for no effect and ±100 for the full control effect; nearly all actives have a fitted effect of over 55% in size
# Eya2 inh = qHTS Assay for Inhibitors of the Phosphatase Activity of Eya2; Protein phosphatase EYA2 (Homo sapiens), O00167; recombinant Eya2, OMFP fluorescence dephosphorylation (OMFP is methylfluorescein phosphate); Potency, µM (highest dose often 76.9 µM), inactives show at the top dose activity, negative = inhibition, usual class: inhibitors; 330,000 compounds, 0.006% hits; AID 488837, 2010; note: potency is the fitted concentration of half-maximal effect; % is set by controls: 0 for no effect and ±100 for the full control effect
#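 Eya2 protein (added as 0.2 uM solution) was preincubated with compound for 10 min at ambient temperature in 50 mM HEPES pH 7.5, 50 mM NaCl, 5 uM MgCl2, 0.05% BSA, 1 mM DTT. OMFP (added at 50 uM) then reacted 10 min; fluorescence read at 485/525 nm.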
# ELG1 genotox = qHTS screen for small molecules that induce genotoxicity in human embryonic kidney (HEK293T) cells expressing luciferase-tagged ELG1 | HEK293T ELG1-luciferase reporter, luminescence, 16 h | Potency, µM (doses to about 46 µM), inactives show at the highest dose activity change, positive = activation, most hits filed as activators | 330,000 compounds, 1.3% hits; note: potency is the fitted concentration of half-maximal effect; % of control where 0% means no effect; nearly all actives have a fitted effect of over 60% in size
#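 Screening used a luciferase reporter fused to human ELG1 in HEK293T cells. Luminescence was read on a CCD plate imager after 16 hr exposure and 30 min ONE-Glo incubation.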
# p53 reactivator = qHTS assay for re-activators of p53 using a Luc reporter. H1299 p53-A138V BP100-luciferase reporter, luminescence, 24 h. AID 504706, 2011. 320,000 compounds, 0.063% hits. Potency, µM (top dose mostly 92.2 µM), inactives show at the top dose activity change, positive = activation, actives largely listed as activators; note: potency is the fitted concentration of half-maximal effect; % of control where 0% means no effect; nearly all actives have a fitted effect of over 45% in size
#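 H1299 (p53-null), stable ts p53-A138V + BP100-Luc; 1000 cells/well, Opti-MEM/10% FBS; cpd 4 pt, 1:5; 24 h, 37 deg C, 5% CO2; detection reagent 10 min RT; luminescence.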
# TRPV1 ag = HTS Assay for Compounds that Act as Agonists of the Vanilloid Receptor 1; Transient receptor potential cation channel subfamily V member 1 (Homo sapiens), Q8NER1; TRPV1-expressing cells, Fluo-8 calcium influx, agonist mode; activation, % at 8.33 µM; 320,000 compounds, 0.19% hits; AID 540275, 2011; in the data active = activation above about 80%; inconclusive = between about 30% and that limit; note: 0% is about no effect
#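 Cells expressing TRPV1 were dye-loaded with Fluo-8 and read kinetically: 10 s baseline, 3 min after compound (agonist portion), then 2 min after EC20 capsaicin (allosteric enhancer portion). Calcium-bound dye fluorescence at 480/520 nm.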
# USP2a inh = qHTS Assay for Inhibitors of Ubiquitin-specific Protease USP2a Using CHOP2 as the Reporter. USP2 core, Ub-CHOP2 coupled fluorogenic reporter, 485/531. Potency, µM (highest dose often 38.3 µM), for inactives: at the highest dose activity change, negative = inhibition, usual class: inhibitors. 330,000 compounds, 0.01% hits;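 note: potency is the fitted concentration of half-maximal effect; plate controls were DMSO wells for no effect and full inhibition by NEM control for full effect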
# Target sequence (O75604 whole entry, looked up): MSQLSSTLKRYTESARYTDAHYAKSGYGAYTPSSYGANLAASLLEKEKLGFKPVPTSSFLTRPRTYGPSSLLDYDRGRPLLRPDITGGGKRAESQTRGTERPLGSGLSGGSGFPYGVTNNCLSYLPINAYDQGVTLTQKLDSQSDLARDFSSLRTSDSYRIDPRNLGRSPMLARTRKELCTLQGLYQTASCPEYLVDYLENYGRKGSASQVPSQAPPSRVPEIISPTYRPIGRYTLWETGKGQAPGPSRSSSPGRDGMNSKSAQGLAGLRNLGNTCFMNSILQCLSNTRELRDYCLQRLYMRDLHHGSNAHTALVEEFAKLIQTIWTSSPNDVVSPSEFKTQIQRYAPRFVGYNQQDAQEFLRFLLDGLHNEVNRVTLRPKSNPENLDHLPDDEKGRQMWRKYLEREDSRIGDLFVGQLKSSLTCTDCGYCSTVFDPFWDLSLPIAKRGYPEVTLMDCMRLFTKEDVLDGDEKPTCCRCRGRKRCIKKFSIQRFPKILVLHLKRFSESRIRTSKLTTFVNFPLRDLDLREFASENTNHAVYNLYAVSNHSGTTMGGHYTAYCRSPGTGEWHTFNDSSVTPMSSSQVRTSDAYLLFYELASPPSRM
#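 Deubiquitinase activity read as fluorescence (485/531 nm) after Ub-CHOP2 cleavage activates the enterokinase reporter on its substrate; USP2 core 10nM, Ub-CHOP2 and substrate 25nM each, 30min compound preincubation then 60min RT; data normalized to NEM, curves fitted.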
# S-ASM inh = Inhibitors of Secretory Acid Sphingomyelinase (S-ASM): qHTS; Sphingomyelin phosphodiesterase (Homo sapiens), P17405; placental ASM, HMU-PC fluorogenic substrate, 60 min; Potency, µM (doses to about 57.5 µM), for the others: top-dose activity change, negative = inhibition, most hits filed as inhibitors; 340,000 compounds, 0.006% hits; AID 504937, 2011; note: potency is the fitted concentration of half-maximal effect
#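 Fluorogenic HMU-PC substrate (9 uM final) is turned over by placental ASM in 60 min at 37 C after a 10 min compound preincubation. Reaction ended by alkaline stop (pH 10), with fluorescence read at 386/447 nm.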
# BRCA1 expr up = qHTS Assay to Identify Small Molecule Activators of BRCA1 Expression; MCF7-BRCA1-FFLuc reporter, luminescence, 48 h; response scale: scaled: vehicle 0%, 10 µM genistein 100%; Potency, µM (series often up to 46.1 µM), without a hit: at the top dose activation, hits mostly activators; 380,000 compounds, 1.1% hits; note: potency is the fitted concentration of half-maximal effect; nearly all actives have a fitted effect of over 80% in size; some results filed as inactive show a strong effect at the top dose
#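 Luminescence from a BRCA1-driven firefly luciferase in MCF7 cells was the read-out, taken 15 min after substrate addition following 48 h compound exposure at 37 °C. Data were normalized to a 10 microM genistein control and DMSO vehicle.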
# Active calls of the source: *; ? = inconclusive; · = no result given; [ ] = dose if it differs, or a comment. Unless noted, calls come from the whole dose curve; as a rule, active = well fitted curve in the direction sought with a large enough effect; inconclusive = small, poorly fitted or top-dose-only effect, or another doubt; inactive = no such curve, though single readings can be large; an effect the other way counts as inactive or inconclusive.
SMILES,TSG101-PTAP inh,a7 integrin act,B2AR arrestin,uPA surface inh,Eya2 inh,ELG1 genotox,p53 reactivator,TRPV1 ag,USP2a inh,S-ASM inh,BRCA1 expr up
O=C(O)CSCC(=O)c1ccccc1,-5%,-35%,-1.1%,-13%,-10%,-8%,2%,1,-1%,0%,1%
CCOC(=O)c1oc2ccc(S(=O)(=O)n3nc(-c4ccccc4)cc3N)cc2c1C,-1%,-23%,-0.4%,?,9%,4%,2%,-1,-2%,-12%,-58%
CCOc1ccc2[nH]c(O)c(NC(C)=O)c2c1,-2%,14%,-0.3%,1%,-10%,0%,4%,0,-2%,7%,-3%
Cc1cccc(N2CCN(C(=O)CS(=O)(=O)Cc3nc(-c4ccccc4F)oc3C)CC2C)c1 (configuration not stated),-1%,1%,4.0%,-3%,-22%,-6%,0%,-2,-4%,-16%,-42%
Cc1noc(C)c1C(=O)N(CC(=O)NC1CCCC1)Cc1ccccc1F,1%,-8%,-1.0%,4%,21%,0%,-2%,-2,1%,3%,-8%
COc1ccc(N2CCN(CC(=O)c3ccc(O)c(C)c3O)CC2)cc1,1%,2%,0.0%,-19%,-7%,-7%,-1%,-4,0%,-8%,4%
COc1cc(OC)cc(C(=O)N2CCC3(CC2)NCCc2[nH]cnc23)c1,-3%,12%,-0.1%,1%,4%,-1%,7%,2,3%,2%,-3%
CC(C)CCNC(=O)NC(=O)COc1ccccc1C#N,-5%,?,-0.4%,1%,-5%,?,?,-3,3%,10%,?
O=C(Nc1nnc(C2CC2)s1)c1cc2ccccc2o1,1%,?,-2.2%,-3%,-32%,?,?,?,-1%,7%,?
O=C1NC(=O)/C(=C\c2ccc(OCc3cccc([N+](=O)[O-])c3)cc2)N1,0%,-2%,0.0%,-11%,-10%,-1%,0%,7,0%,-7%,57%
COC(=O)c1c(N)n(-c2ccc(N3CCOCC3)cc2)c2nc3ccccc3nc12,·,·,-0.1%,·,1%[15.4 µM],1%,2%,1,2%,·,·
COc1ccc(OC)c(NC(=O)c2cccnc2Sc2ccccc2)c1,0%,32%,0.5%,-8%,3%,0%,-3%,3,1%,0%,0%
CC(=O)Nc1ccc(C(=O)c2ccccc2)cc1,-1%,6%,-0.5%,-6%,4%,17%,?,6,1%,0%,5%
Cc1cc(C2=NNC(=Nc3ccccc3)SC2)c(C)n1C,-4%,-13%,-0.2%,0%,-16%,?,-3%,1,-1%,0%,-14%
Nc1nc(SCC(=O)Nc2ccc(OC(F)(F)F)cc2)[nH]c(=O)c1NC(=O)c1ccc(Br)o1,0%,?,-0.8%,4%,6%,11%,13%,-7,-7%,-1%,-2%
Cc1cc([N+](=O)[O-])ccc1Nc1nc2ccccc2n2cnnc12,-6%,13%,-0.1%,-3%,-16%,-8%,1%,4,4%,-5%,-40%
O=C(/C=C/c1ccco1)N1CCN(S(=O)(=O)c2cccs2)CC1,-1%,4%,-2.0%,-1%,-27%,-2%,0%,2,8%,-3%,-8%
Cc1cccc(NC(=O)c2csnn2)n1,-4%,12%,0.4%,3%,?,-1%,4%,-1,9%,-1%,38%
Cc1ccc(S(=O)(=O)N2CCCN(S(=O)(=O)c3ccccc3Br)CC2)cc1,-1%,-4%,0.1%,0%,-10%,-6%,-13%,·,0%,1%,0%
CCCOc1ccc(Cc2c(O)nc(SC)[nH]c2=O)cc1C,-1%,-9%,8.7%,2%,5%,-1%,-2%,-2,0%,-1%,-1%
CCN(Cc1ccccc1)C(=O)CCNS(=O)(=O)c1ccc2c(c1)CC(C)N2C(C)=O (configuration not stated),1%,17%,-0.3%,-10%,9%,0%[9.26 µM],16%,5,1%,-1%,9%
CN(C(=O)COC(=O)c1cccc(S(=O)(=O)N(C)c2ccccc2)c1)C1CCCCC1,1%,0%,0.5%,24%,-3%,-1%,3%,?,2%,-2%,-2%
O=c1c([N+](=O)[O-])cccn1Cc1cccc(Cl)c1,-1%,-27%,0.4%,-28%,-5%,9%,6%,1,-1%,-3%,7%
CCOC(=O)C1CCCN(S(=O)(=O)c2cc(Br)cc3c2N(C(=O)C2CC2)CC3)C1 (configuration not stated),-3%,7%,-0.1%,1%,-7%,-7%,-6%,-1,1%,-2%,-2%
COc1ccc(OC)c(NC(=O)N2CCCc3ccccc32)c1,-3%,-14%,0.5%,5%,3%,-4%,26%,12,3%,0%,13%
SMILES,TSG101-PTAP inh,a7 integrin act,B2AR arrestin,uPA surface inh,Eya2 inh,ELG1 genotox,p53 reactivator,TRPV1 ag,USP2a inh,S-ASM inh,BRCA1 expr up
Cc1ccc(NC(=O)Cn2c(O)c(N=NC(=O)c3cc4ccccc4cc3O)c3ccccc32)cc1,-3%,-55%[inhibitor],-0.2%,2%,1%,-3%,-6%,-5,1%,-1%,-95%[inhibitor]
CC1Cc2ccccc2N1Cc1ccc([N+](=O)[O-])cc1 (configuration not stated),-4%,-16%,-0.2%,3%,-6%,-19%,-8%,-1,2%,-9%,0%
Cc1cccc(C(=O)NNC(=O)CN2C(=O)c3ccccc3C2=O)c1,1%,-9%,-0.2%,3%,-20%,5%,?,-1,2%,0%,0%
O=C(Nc1nnc(C2CC2)s1)C1Cc2ccccc2CN1S(=O)(=O)c1ccccc1F (configuration not stated),1%,-5%,-0.4%,-11%,10%,1%,15%,-2,3%,-2%,?
COC(=O)c1ccc(C)c(NS(=O)(=O)c2ccc(NC(C)=O)cc2)c1,-7%,4%,0.0%,-6%,-1%,-3%,-9%,-1,0%,-1%,-42%
O=C1COc2ccc(C(=O)NCc3ccc4c(c3)OCO4)cc2N1,0%,9%,-0.3%,-2%,-10%,-1%,-9%,3,-1%,1%,-25%
COc1ccc(CCNC(=O)c2cc3c(=O)n4cccc(C)c4nc3s2)cc1OC,-7%,5%,-0.1%,3%,8%,-12%,-5%,1,0%,·,-9%
CCc1cccc(NC(=O)Cc2ccc([N+](=O)[O-])cc2)c1,0%,6%,-0.1%,3%,5%,0%,-10%,?,0%,-9%,1%
CCn1c(-c2csc(-c3ccc(Cl)cc3)n2)n[nH]c1=S,-3%,26%,0.0%,1%,7%,2%,-1%,7,1%,-1%,32%
CCC1CCCCN1C(=O)CCc1nnc(C2CCCCC2)o1 (configuration not stated),1%,-1%,-0.7%,4%,-4%,12%,9%,-7,-6%,-3%,?
N#CCCN(C(=O)CN1CCN(S(=O)(=O)c2ccc3c(c2)OCCO3)CC1)c1ccc(F)cc1,-6%,-21%,-1.8%,-8%,11%,0%,-8%,-2,-2%,0%,-1%
Nc1nonc1-n1nnc(C(=O)N/N=C/c2ccccc2O)c1CN1CCCC1,0%,-52%[inhibitor],·,?,·,·,·,·,·,2%,-36%
Cc1oc(C(C)(C)C)cc1C(=O)Nc1ccc(N2CCOCC2)cc1,-3%,1%,-0.6%,9%,14%,-2%,-5%,17,4%,12%,-14%
CCC(=O)NC(=S)NNC(=O)c1ccc(OC)cc1,-1%,-11%,-0.2%,1%,13%,1%,14%,-1,1%,3%,-44%
O=C(C1=C[C@H](c2ccc(C(F)(F)F)cc2)C[C@H](OCc2ccc(CO)cc2)O1)N1CCN(Cc2ccccc2)CC1,-4%,-39%,-0.8%,-30%,-10%,0%,1%,25,1%,-7%,-14%
O=C(Nc1nccs1)C(=O)c1c[nH]c2ccccc12,-3%,2%,0.1%,-3%,-2%,8.2µM*,28%,3,-2%,-3%,69%
Oc1ccc(/C=N/Nc2ncc(Br)cn2)c(O)c1,0%,3%,-1.6%,-14%,-10%,15µM*,?,-4,-1%,-5%,-48%
COCC1CCN(C(=O)c2ccc3oc(Cc4ccccc4)nc3c2)C1 (configuration not stated),·,-9%,-0.4%,2%,-8%,18%,-1%,7,2%,-2%,44%
